Screening data (PubChem BioAssay)
NPSR antagonist – blocks cAMP signaling of the human neuropeptide S receptor | Q6W5P4 | Potency, µM (titrated, usually from 38.3 µM), for inactives: at the highest dose activity change, negative = inhibition, most hits filed as inhibitors | AID 1461 | 1% of 220,000 active | CHO-NPSR cells, cAMP TR-FRET, antagonist mode; note: potency is the fitted concentration of half-maximal effect; % is set by controls: 0 for no effect and ±100 for the full control effect; nearly all actives have a fitted effect of over 50% in size; many of its hits are not listed in these tables
Target sequence (Q6W5P4 whole entry, looked up): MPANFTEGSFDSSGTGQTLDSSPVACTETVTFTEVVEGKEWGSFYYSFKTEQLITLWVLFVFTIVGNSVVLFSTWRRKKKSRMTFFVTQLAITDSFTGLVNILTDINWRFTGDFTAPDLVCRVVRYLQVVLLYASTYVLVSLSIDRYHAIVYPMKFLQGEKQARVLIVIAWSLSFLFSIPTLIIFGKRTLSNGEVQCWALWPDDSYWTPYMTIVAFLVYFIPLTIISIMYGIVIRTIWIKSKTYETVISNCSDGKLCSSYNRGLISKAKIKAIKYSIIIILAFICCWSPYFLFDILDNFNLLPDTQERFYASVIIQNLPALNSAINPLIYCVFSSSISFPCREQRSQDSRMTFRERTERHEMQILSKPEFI
GLA spleen mod – inhibits or activates alpha-galactosidase in human spleen homogenate. P06280. human spleen homogenate, 4MU-alpha-Gal fluorescence, 40 min. Potency, µM (titrated, usually from 80 µM), without a hit: at the highest dose activity change, negative = inhibition, hits mostly inhibitors. 0.008% of 240,000 active. AID 2107;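 note: potency is the fitted concentration of half-maximal effect; 0% = enzyme with vehicle and -100% = no enzyme basal signal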
Target sequence (P06280 32-429 limits assumed): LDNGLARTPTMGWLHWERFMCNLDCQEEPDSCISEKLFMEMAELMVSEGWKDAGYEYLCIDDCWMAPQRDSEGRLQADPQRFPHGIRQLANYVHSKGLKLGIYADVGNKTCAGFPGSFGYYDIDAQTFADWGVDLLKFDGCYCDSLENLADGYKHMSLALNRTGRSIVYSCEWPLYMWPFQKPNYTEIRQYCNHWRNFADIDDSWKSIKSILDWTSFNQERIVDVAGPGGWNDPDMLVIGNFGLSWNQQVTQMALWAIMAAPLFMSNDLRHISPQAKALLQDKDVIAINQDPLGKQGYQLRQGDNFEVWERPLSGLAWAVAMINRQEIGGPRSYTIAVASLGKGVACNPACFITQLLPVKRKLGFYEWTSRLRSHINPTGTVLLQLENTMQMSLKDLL
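Fluorogenic readout (Ex 365/Em 440 nm) of 4-methylumbelliferone released from 1 mM 4-MU-alpha-galactoside by spleen homogenate, 40 min at 37C, pH 5.0. Data normalized to no-enzyme and enzyme controls; Hill-equation AC50 from compound titrations.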
KinaseGlo FLuc – counter-screen: inhibitors of Kinase-Glo firefly luciferase; Potency, µM (titrated, usually from 38.3 µM), for the others: top-dose activity change, negative = inhibition, most hits filed as inhibitors; 0.28% of 200,000 active; AID 1379; Q27757; Kinase-Glo luciferase, ATP luminescence, 8 min; note: potency is the fitted concentration of half-maximal effect; % is set by controls: 0 for no effect and ±100 for the full control effect; nearly all actives have a fitted effect of over 60% in size
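Substrate mix (final 50 mM imidazole pH 7.2, 50 mM KCl, 7 mM MgCl2, 10 uM ATP, 0.01% Tween 20, 0.05% BSA) plus pin-tool compound, then Kinase-Glo detection mix; 8 min ambient, luminescence read.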
IMPase Li inh – cell-permeable IMPase inhibitors with lithium potentiation; CHO-M1 cells, IP1 TR-FRET (IP-One), carbachol + lithium; Potency, µM (doses to about 59.4 µM), for the others: at the highest dose activity, negative = IMPase inhibition, actives largely listed as inhibitors; 0.35% of 210,000 active; AID 1457;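 note: IP1 builds up when IMPase is blocked and the TR-FRET signal falls; potency is the fitted concentration of half-maximal effect; plate controls were basal vehicle for no effect and high inhibitor control for full effect; nearly all actives have a fitted effect of over 50% in size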
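IP1 accumulation measured by competitive TR-FRET in lysed CHO-M1 cells after 30 min compound exposure at 37C, with a small lithium addition to potentiate weak responses. Hill-equation AC50 from ratio and donor-channel data.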
Epigenetic reg – regulators of epigenetic silencing causing reporter derepression in mouse cells; AID 1865; Potency, µM (titrated, usually from 53.9 µM), inactives show top-dose GFP activation, hits mostly activators; 0.2% of 280,000 active; murine LDR cells, GFP reporter derepression, 30 h; note: potency is the fitted concentration of half-maximal effect; % of control where 0% means no effect; nearly all actives have a fitted effect of over 60% in size
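In this reporter-derepression format, murine cells bearing a silenced integrated CMV-GFP locus incubate with test compound (30 h, 37 C), then are washed and imaged; fluorescent objects of 20–120 um count as induced cells.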
LMNA splice mod – LMNA splicing modulation; HeLa LMNA splicing GFP/RFP minigene ratio, 48 h; Potency, µM (highest dose often 46.1 µM), inactives show at the top dose ratio change, negative = inhibition, most hits filed as inhibitors; 0.01% of 200,000 active; active = well fitted inhibition curve with a large enough effect in the signal ratio, with a control signal flat, not every such curve was filed as active; inconclusive = small, poorly fitted or top-dose-only effect, or effect the other way, or a change in a side signal; the % refers to the signal ratio; note: potency is the fitted concentration of half-maximal effect; % is set by controls: 0 for no effect and ±100 for the full control effect
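S3 HeLa cells stably expressing lamin A-EGFP splicing minigene plus DsRed2, 600 cells/well, 48 h compound exposure at 37C. Laser-scanning cytometry; analysed as GFP (500-530 nm)/RFP (575-640 nm) total intensity ratio; 0.5% DMSO vehicle.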
CBFb RUNX1 block – blocks binding between human CBF-beta and RUNX1; Q01196+Q13951; AlphaScreen CBFb-His/RUNX1-biotin binding, biochemical; Potency, µM (doses to about 59.8 µM), for the others: at the highest dose activity, negative = inhibition, most hits filed as inhibitors; 230,000 tested, under 10 active; AID 1477; note: % of control where 0% means no effect
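His-tagged CBF-beta and biotinylated RUNX1 (30 nM each) were premixed 20 min at room temperature, exposed to compound for 15 min, then given nickel-chelate and streptavidin AlphaScreen beads (50 ng each). After 90 min, AlphaScreen signal was read.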
* hit, by the source's call; u = inconclusive; x = no result given; & = joins results of further samples; [ ] = remark or other dose. Unless noted, calls come from the whole dose curve; as a rule, active = well fitted curve in the direction sought with a large enough effect; inconclusive = small, poorly fitted or top-dose-only effect, or another doubt; inactive = no such curve, though single readings can be large; an effect the other way counts as inactive or inconclusive. The list is partial; rates above refer to the full screens.

SMILES	NPSR antagonist	GLA spleen mod	KinaseGlo FLuc	IMPase Li inh	Epigenetic reg	LMNA splice mod	CBFb RUNX1 block
Cc1ccnc(N2C(=O)c3ccccc3C2Nc2ccccc2Cl)c1 (stereo not given)	u	-1%	1%	19%	-1.0%	-2%	4%
CCNC(=S)N(Cc1ccc(OC)cc1)C1CC(=O)N(c2ccc(OCC)cc2)C1=O (stereo not given)	-18%[46.1 µM]	-4%	0%	17%[38.3 µM]	0.0%	-11%	11%
Cn1ncc(Cl)c1C(=O)N1CCOCC1	10%	4%	-2%	7%	-0.4%	x	u
COc1ccc(-c2nc3cnc(Oc4ccccc4)nc3n(C3CC3)c2=O)cc1	x	0%	-4%	u	x	x	x
Cn1cc([N+](=O)[O-])c(C(=O)Nc2ccc(-c3nc4ccccc4o3)cc2)n1	3%	-2%	x	x	12%	x	10%
COc1cc(C)c(Cc2cnc(N)nc2N)cc1OC	17%	-7%	x	x	0.0%	x	-1%
Cc1ccccc1-n1c(SCC(=O)N2CCN(c3ccccc3)CC2)nnc1-c1ccncc1	-24%[46.1 µM]	4%	14%	2%[38.3 µM]	4.1%	-2%	0%
Cc1ccc(NC(=O)CCC(=O)NNC(=O)/C=C/C(=O)O)c(C)c1	14%	0%	-1%	1%	-3.2%	-17%	8%
O=C(O)c1cccc(NC(=S)NCc2ccccc2)c1	-11%	-7%	0%	-3%	-4.2%	13%[46 µM]	0%
COC(=O)CC1SC(=O)NC1=O (stereo not given)	-14%[46.1 µM]	29%	-2%	9%[38.3 µM]	0.0%	9%	-2%
O=C(Cn1c(=O)oc2ccccc21)N1CCOCC1	14%	-4%	1%	-2%	2.2%	18%[46 µM]	2%
Cc1cc(N2CCOCC2)n2nc(C)c(-c3ccccc3)c2n1	4%[46.1 µM]	9%	-5%	-14%[38.3 µM]	-2.0%	u	15%
O=C(/C=C/c1ccc(F)cc1)NC(=S)N1CCN(c2ccccn2)CC1	-7%	12%	x	x	0.5%	x	-5%
c1ccc(-c2ccc(C3=Nn4c(Cn5nnc6ccccc65)nnc4SC3)cc2)cc1	u	2%	-2%	6%[38.3 µM]	-3.2%	7%	-19%
COc1ccc(C2/C=C\CN(C(=O)Nc3ccccc3-c3ccccc3)CC(=O)N2Cc2ccc(F)cc2)cc1 (stereo not given)	10µM*	6%&4%	x	x	-0.1%	x	1%&7%
CCc1ccc(-c2nc(CSCC(=O)NCc3ccco3)c(C)o2)cc1	-7%	7%	0%	-3%	-2.7%	x	0%
CSc1ccc(C(=O)C2CCCN(C(=O)c3cc4cc(F)ccc4[nH]3)C2)cc1 (stereo not given)	36%	-4%	1%	13%	-1.0%	x	4%
C[C@H](Cc1ccccc1)Nc1ncnc2c1ncn2[C@@H]1O[C@H](CO)[C@@H](O)[C@H]1O	x	4%	x	-2%	0.0%	x	6%
O=C1C(Cc2ccc(O)cc2)NC(=S)N1C1CCCCC1 (stereo not given)	24%	1%	x	x	-2.4%	x	4%
COc1ccc(C2=NN(c3nc4ccccc4s3)C(=O)/C2=C\N(C)C)cc1	-34%	2%	2%	-3%	0.0%	u	-25%
CC(C)c1nc(=S)n(-c2ccccc2)[nH]1	-8%[46.1 µM]	-3%	4%	-4%[38.3 µM]	-1.1%	1%	2%
CCOC(=O)C1=C(C)N(C)C(=O)NC1c1c(C)nn(-c2ccc(C)cc2)c1Cl (stereo not given)	u	-8%	0%	28%[38.3 µM]	1.3%	1%	-3%
O=C(NC1CCN(Cc2ccccc2)CC1)c1cncc(Br)c1	-1%	-2%	9%	-7%	0.4%	x	4%
COc1ccc(CC(=O)Nc2cccc(/C(C)=N/NC(=O)c3cccc([N+](=O)[O-])c3)c2)cc1	-26%[46.1 µM]	4%	-5%	6%[38.3 µM]	1.4%	-9%	-6%
O=C(O)CCn1cc(C(=O)O)c(-c2ccccc2)n1	10%	-5%	x	x	1.0%	x	-11%
c1cc(-c2cccs2)nc(-c2cccs2)c1	6%	10%	-6%	-17%	-0.2%	2%	22%
O=C(O)c1cccc2c1C(=O)c1ccccc1-2	1%	7%	x	x	1.1%	u	7%
CCOC(=O)c1c(C)[nH]c(C)c1C(=O)CSc1ncccn1	-9%[46.1 µM]	-3%	-4%	-3%[38.3 µM]	-1.0%	2%	-2%
COc1cc(OC)c2c(-c3cccc(-c4ccc(C#N)cc4)c3)cc(=O)oc2c1	x	3%[119 µM]	-1%[39.9 µM]	8%	u	x	4%[89.1 µM]
O=C(COC(=O)C1CCN(S(=O)(=O)c2ccc3c(c2)OCCO3)CC1)Nc1cccc2ccccc12	14%	9%	2%	0%	-1.5%	-3%	-5%
O=C(NCC1CCCCN1)c1cc(OCC(F)(F)F)ccc1OCC(F)(F)F (stereo not given)	u	-3%&-12%&3%&5%	0%&-4%	3%&17%&-2%&-16%	1.0%&-1.2%&1.1%&0.8%	u	15%&2%&8%&19%
Clc1cccc(N/N=C(\Cc2nc3ccccc3[nH]2)c2ccccc2)c1	-44%	2%	-2%	5%	-2.0%	-27%	-11%
CC(C)Cn1c(/C=C/c2ccco2)nc2ccccc21	-12%	21%	-1%	8%	-1.6%	8%	6%
O=C(Nc1cccc(Cl)c1)Nc1ccccc1C(=O)NCc1ccco1	u	8%	-10%	32%[activator][38.3 µM]	7.4%	8%	-9%
CCOC(=O)c1c(C)[nH]c(C(=O)COC(=O)C(C)Oc2ccc(Cl)cc2Cl)c1C (stereo not given)	17%	5%	-2%	4%	0.0%	-15%	-5%
O=C(NC(=S)Nc1cc(S(=O)(=O)N2CCOCC2)ccc1O)c1ccco1	4%	2%	-2%	-1%	-0.5%	x	-8%

Three compounds out of the list, sorted by length of the SMILES, highest first.
SMILES	NPSR antagonist	GLA spleen mod	KinaseGlo FLuc	IMPase Li inh	Epigenetic reg	LMNA splice mod	CBFb RUNX1 block
O=C(/C=C/c1ccc(F)cc1)NC(=S)N1CCN(c2ccccn2)CC1	-7%	12%	x	x	0.5%	x	-5%
Cc1cc(N2CCOCC2)n2nc(C)c(-c3ccccc3)c2n1	4%[46.1 µM]	9%	-5%	-14%[38.3 µM]	-2.0%	u	15%
COC(=O)CC1SC(=O)NC1=O (stereo not given)	-14%[46.1 µM]	29%	-2%	9%[38.3 µM]	0.0%	9%	-2%

Next part.
SMILES	NPSR antagonist	GLA spleen mod	KinaseGlo FLuc	IMPase Li inh	Epigenetic reg	LMNA splice mod	CBFb RUNX1 block
COc1ccc(C(=O)NNC(=S)NC(=O)c2cc(-c3ccccc3)nc3ccccc23)cc1	-3%[46.1 µM]	5%	-2%	11%[38.3 µM]	0.5%	0%	-12%
CCOC(=O)c1c2n(c3ccc(O)cc13)CCC2	4%	18%	0%	1%	-1.0%	2%	3%
COc1ccc(NC(=O)c2cccnc2C(=O)O)c(OC)c1	-2%[46.1 µM]	-2%	0%	35%[activator][38.3 µM]	0.0%	6%	-27%
CC(SCc1ccccc1)C(=O)NN=C1CCN(C)CC1 (stereo not given)	-16%[46.1 µM]	9%	7%	2%	-6.7%	-7%	2%
O=C(O)CN1C(=O)c2ccc(Oc3cccc4c3C(=O)N(CC(=O)O)C4=O)cc2C1=O	3%[46.1 µM]	2%	-2%	16%[38.3 µM]	0.0%	-3%	0%
Cc1cccc(NC(=O)CCCn2cc([N+](=O)[O-])cn2)n1	23%	-1%	-1%	-4%	0.0%	x	4%
COC(=O)c1cccc(Oc2cccc(C(F)(F)F)c2)n1	-9%	-8%	-1%	2%	0.5%	11%[9.22 µM]	-7%
Cc1ccc(-c2nn(-c3ccccc3)cc2NC(=O)CCl)cc1	-35%	-1%	2%	14%	-1.1%	u	-3%
Cn1c(-c2ccc(F)cc2)cnc1SCC(=O)N1CCCCC1	-8%[46.1 µM]	-10%	-2%	4%[38.3 µM]	5.9%	-1%	6%
CCn1c(O)c(N=NC(=O)c2cccc(S(=O)(=O)N3CCCCC3)c2)c2ccccc21	-18%	-1%	1%	5%	-1.0%	u	-6%
COc1cc(C(C)=O)ccc1OCC(O)CNCC1(N2CCCCC2)CCCCC1 (stereo not given)	1%[46.1 µM]	7%	2%	1%[38.3 µM]	-0.9%	-8%	3%
COc1ccc(NS(=O)(=O)c2cccc(C(=O)N/N=C/c3ccc(O)cc3)c2)cc1	5%	3%	5%	5%	-1.5%	5%[46 µM]	6%
N#CCNc1ccc([N+](=O)[O-])cc1C#N	5%	-9%	x	x	3.1%	x	-1%
O=C(O)CCC(=O)/C=C/c1ccccc1	-21%	2%	7%	10%	-4.3%	x	2%
Cc1ccc(S(=O)(=O)N2CCCC2C(=O)Oc2ccccc2)cc1 (stereo not given)	-12%[46.1 µM]	1%	-8%	41%[activator][38.3 µM]	1.0%	10%	5%
CCCN(C(=O)CSc1nnnn1C)c1c(N)n(Cc2ccccc2)c(=O)[nH]c1=O	21%	3%	1%	10%	-5.1%	-14%[46 µM]	6%
CCCNC(=O)Nc1ccc(F)c(Cl)c1	12%	3%	-3%	1%	1.1%	x	-8%
Cc1ccc(-c2c[n+](CC(=O)c3cccs3)c3n2CCC3)cc1	27%	-3%	x	x	1.3%	x	-23%
CCOC(=O)N1CCN(C(=O)CSc2nnc(-c3c[nH]c4ccccc34)n2CCOC)CC1	-2%[46.1 µM]	-12%	0%	4%[38.3 µM]	-0.2%	6%	-1%
COC(=O)/C=C/c1cc(O)ccc1O	x	-23%	x	9%	13%	x	4%

Filtered by structure, the entries above containing fluorine
SMILES	NPSR antagonist	GLA spleen mod	KinaseGlo FLuc	IMPase Li inh	Epigenetic reg	LMNA splice mod	CBFb RUNX1 block
O=C(/C=C/c1ccc(F)cc1)NC(=S)N1CCN(c2ccccn2)CC1	-7%	12%	x	x	0.5%	x	-5%
COc1ccc(C2/C=C\CN(C(=O)Nc3ccccc3-c3ccccc3)CC(=O)N2Cc2ccc(F)cc2)cc1 (stereo not given)	10µM*	6%&4%	x	x	-0.1%	x	1%&7%
CSc1ccc(C(=O)C2CCCN(C(=O)c3cc4cc(F)ccc4[nH]3)C2)cc1 (stereo not given)	36%	-4%	1%	13%	-1.0%	x	4%
O=C(NCC1CCCCN1)c1cc(OCC(F)(F)F)ccc1OCC(F)(F)F (stereo not given)	u	-3%&-12%&3%&5%	0%&-4%	3%&17%&-2%&-16%	1.0%&-1.2%&1.1%&0.8%	u	15%&2%&8%&19%
COC(=O)c1cccc(Oc2cccc(C(F)(F)F)c2)n1	-9%	-8%	-1%	2%	0.5%	11%[9.22 µM]	-7%
Cn1c(-c2ccc(F)cc2)cnc1SCC(=O)N1CCCCC1	-8%[46.1 µM]	-10%	-2%	4%[38.3 µM]	5.9%	-1%	6%
CCCNC(=O)Nc1ccc(F)c(Cl)c1	12%	3%	-3%	1%	1.1%	x	-8%
